Compound activity deposited in PubChem by several laboratories.
GLD-1 RNA inh = GLD-1-TGE RNA interaction inhibition (C. elegans); inhibition, % at 5.96 µM; Q17339; AID 2280; 0.44% of 320,000 active; purified GLD-1 + fluorescein TGE RNA, fluorescence polarization;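 active means percent inhibition above a per-plate cutoff, the plate mean of test compounds plus 3 SD, cut at about 30% in these data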;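 further: 0% = DMSO wells with GLD-1 and probe and 100% = wells lacking GLD-1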
PME-1 inh = PME-1 (human) inhibition. recombinant PME-1, FP-Rh probe fluorescence polarization. inhibition, % at 5.9 µM. 0.53% of 320,000 active. AID 2130;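 active means inhibition above the campaign mean of all compounds plus 3 SD, cut at about 26% in these data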;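 further: competitive labeling of PME-1 active site by serine hydrolase directed probe; 0% = PME-1 with DMSO and 100% = wells lacking PME-1 enzyme; inhibitors block probe labeling so polarization falls and inhibition rises; many of its hits are not listed in these tables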
Target sequence (Q9Y570 whole entry, looked up): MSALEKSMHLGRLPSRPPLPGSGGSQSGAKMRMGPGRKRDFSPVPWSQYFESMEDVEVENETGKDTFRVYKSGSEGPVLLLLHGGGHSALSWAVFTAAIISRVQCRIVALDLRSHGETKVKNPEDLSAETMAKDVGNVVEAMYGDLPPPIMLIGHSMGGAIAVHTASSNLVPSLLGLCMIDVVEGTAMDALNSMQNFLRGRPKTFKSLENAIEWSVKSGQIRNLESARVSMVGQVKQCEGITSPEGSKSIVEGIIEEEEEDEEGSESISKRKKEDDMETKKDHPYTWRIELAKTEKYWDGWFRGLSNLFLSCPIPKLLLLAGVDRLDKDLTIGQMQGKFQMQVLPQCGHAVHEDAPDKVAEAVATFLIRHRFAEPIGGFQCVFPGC
BCLXL inh = Bcl-xL (human) inhibition | Q07817 | GST-Bcl-xL / FITC-Bim BH3 peptide fluorescence polarization | inhibition, % at 10.9 µM | 0.7% of 320,000 active;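 active means inhibition above the mean of all tested compounds plus 3 SD, cutoff set per campaign, cut at about 30% in these data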;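 further: 0% = DMSO wells and 100% = unlabeled Bim-BH3 peptide competitor; inhibitors lower millipolarization by displacing the labeled peptide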
GRK2 inh = human GRK2 inhibition via aptamer displacement; inhibition of aptamer binding, % at 10 µM; P25098; AID 488847; 0.59% of 330,000 active; bead flow cytometry, FAM-aptamer displacement from GRK2;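 active means inhibition of aptamer binding above 40%, roughly 3 SD of noise, on plates passing a quality check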;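 further: median bead fluorescence of bound FAM aptamer so fluorescent compounds give negative values; no value below 0 was filed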
Fam108B inh = counter-screen for RBBP9 inhibitors: inhibitors of mouse Fam108B; inhibition, % at 9.51 µM; recombinant Fam108B, FP-Rh probe fluorescence polarization; 0.33% of 300,000 active;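 active means inhibition above the screen mean inhibition plus 3 SD, computed separately per campaign, cut at about 18% in these data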;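 further: inhibitors lower polarization as less probe binds the enzyme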
Efflux pump mplx = inhibitors of Candida antifungal efflux pumps expressed in yeast; 0.44% of 330,000 active; S. cerevisiae Candida pump triplex, Nile Red efflux; AID 485275; inhibition, % at 10 µM;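 active means plate passing quality check with inhibition over a set limit, or well fluorescence over plate mean plus 4 SD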;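 further: Nile Red retained in pooled yeast measured as flow cytometry median fluorescence; 0% = buffer negative control and 100% = Enniatin B positive control; higher means more Nile Red kept so more efflux inhibition; some compounds called inactive have numbers as strong as hits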
VLA-4 inh = inhibition in a human VLA-4 binding assay; P13612; VLA-4 expressing cells, ligand binding flow cytometry; inhibition, % (about 7 µM as worked out from the volumes in the protocol); 0.2% of 330,000 active; AID 2557; in the data active means inhibition above about 50%
MCL1 BIM primary = disrupts human MCL1 binding to BIM-BH3 peptide; Q07820; GST-MCL1 / FITC-Bim-BH3 fluorescence polarization; inhibition, % at 10.9 µM; 0.68% of 320,000 active;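 active means inhibition above the mean inhibition of all tested compounds plus 3 SD, set per campaign, cut at about 40% in these data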;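 further: 0% = DMSO wells and 100% = unlabeled Bim-BH3 peptide control; higher means more loss of mP so more displacement of Bim peptide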
MEX-5 binding = C. elegans MEX-5 TCR-2 RNA binding activity; Q9XUB2; MEX-5/FITC-TCR2 RNA binding, fluorescence polarization; hits give low values; activity score (negative = inhibition of binding), % at 10 µM; 0.38% of 300,000 active; AID 1832;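 active means inhibition past about -25% in most replicates, and total fluorescence under double the plate's negative control median, limit read from the data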;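 further: 0% = DMSO and -100% = 5 µM competing unlabeled TCR2 RNA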
Target sequence (Q9XUB2 whole entry, looked up): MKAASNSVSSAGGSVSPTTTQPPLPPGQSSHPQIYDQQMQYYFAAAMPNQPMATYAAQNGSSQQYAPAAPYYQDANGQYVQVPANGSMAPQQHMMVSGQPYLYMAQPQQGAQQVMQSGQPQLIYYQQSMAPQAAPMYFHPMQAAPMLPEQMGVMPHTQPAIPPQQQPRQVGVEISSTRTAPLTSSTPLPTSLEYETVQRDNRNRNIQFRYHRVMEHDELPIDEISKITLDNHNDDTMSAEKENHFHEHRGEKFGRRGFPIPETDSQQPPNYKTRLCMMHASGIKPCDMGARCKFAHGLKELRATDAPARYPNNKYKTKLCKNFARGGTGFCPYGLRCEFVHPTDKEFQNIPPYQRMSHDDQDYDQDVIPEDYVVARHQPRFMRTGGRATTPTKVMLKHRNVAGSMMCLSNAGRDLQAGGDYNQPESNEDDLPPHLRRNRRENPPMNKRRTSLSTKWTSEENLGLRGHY
Numbers without * were called inactive; / = no result given. The list is partial. The share of hits here may be higher or lower than overall.

SMILES	GLD-1 RNA inh	PME-1 inh	BCLXL inh	GRK2 inh	Fam108B inh	Efflux pump mplx	VLA-4 inh	MCL1 BIM primary	MEX-5 binding
COc1ccccc1Cn1c(=S)[nH]c2cc(C(=O)NCc3cccnc3)ccc2c1=O	3	-39	-11	0	-24	0.1	-7	-18	0.8
CCN(CC)CCN(Cc1cc2cc3c(cc2[nH]c1=O)OCO3)C(=S)NC	1	-7	2	0	2	0.0	-2	-8	0.4
CN(C)/C=C/C(=O)c1cccc(Cl)c1	-2	-7	0	2	-3	0.4	3	-3	0.7
N#Cc1ccccc1S(=O)(=O)N1CCN(S(=O)(=O)c2ccc(Br)c(C(=O)O)c2)CC1	4	14	3	3	-1	0.1	10	7	0.4
Cc1ccccc1CSCC(=O)N/N=C/c1cccs1	9	-1	4	0	0	-0.1	2	4	0.0
CC(C)c1ccccc1NC(=O)COC(=O)c1cc([N+](=O)[O-])ccc1N1CCOCC1	6	-1	-1	2	-3	0.1	2	-3	0.3
Cc1nc(N2CCN(C)CC2)c2c(C)c(C(=O)Nc3ccc(F)cc3)sc2n1	3	1	0	0	5	0.0	2	7	-0.1
CN(C)S(=O)(=O)n1cc(/C=C(\NC(=O)c2ccccc2F)C(=O)N2CCOCC2)c2ccccc21	-1	-1	5	1	1	-0.1	22	4	0.5
O=C(c1ccccc1-c1ccccc1)N1CCOCC1	1	-7	3	0	1	0.0	-3	-1	1.7
c1ccc(CSc2nnc(-c3ccco3)n2Cc2ccccc2)cc1	5	-3	0	4	2	0.1	19	4	3.4
CCCCC(=Nc1ccccc1OC)C1=C(O)CC(c2ccccc2)CC1=O (stereo not given)	6	3	7	1	4	-2.2	-4	8	0.6
COc1cc(/C=N/NC(=S)NCCN2CCOCC2)ccc1O	4	-4	-4	0	2	-0.2	5	1	-0.2
COc1ccc(C(=O)NC(=O)COC(=O)c2ccc3ncsc3c2)cc1	6	-8	1	16	0	0.0	/	-3	-3.4
O=C(c1ccc2nc(N3CCOCC3)sc2c1)N1CCC(Cc2ccccc2)CC1	3	2	0	3	6	0.1	-3	3	-2.3
S=c1[nH]ncn1/N=C/c1ccc(Br)cc1	0	-2	-17	0	0	0.1	7	-9	1.1
N#Cc1nc(-c2ccc(Cl)cc2)oc1NCc1ccco1	8	-3	-3	2	-1	-0.1	9	-5	0.1
O=C1c2ccccc2S(=O)(=O)c2cc(N3CCC4(CC3)OCCO4)ccc21	-7	0	9	6	-8	-0.1	5	-5	1.9
Cn1c(C(=O)N2CCN(c3ncccn3)CC2)cc2c(=O)n(C)c3ccccc3c21	5	9	5	3	-2	-0.2	-11	-1	-0.1
COc1cc(S(=O)(=O)N2CCC(c3nc4ccccc4s3)CC2)ccc1S(=O)(=O)N1CC(C)CC(C)C1 (stereo not given)	-6	-1	1	1	1	0.1	8	-5	-2.0
O=C(NCC(O)c1ccccc1)c1ccc(Cl)c(S(=O)(=O)N2CCCC2)c1 (stereo not given)	-3	6	4	0	7	-0.2	10	8	1.3
COc1cccc(C(=O)Nc2c(C)nn(-c3ccccc3)c2C)c1	-2	6	1	0	0	0.0	3	7	-0.1
CC(C)CC(N=Cc1c(O)c2ccccc2oc1=O)C(=O)O (stereo not given)	-1	-14	4	8	2	0.0	-20	7	-2.1
COc1ccc(-c2nnc(SCC(=O)N3CCOCC3)n2C)cc1OC	2	4	-7	0	2	0.2	-24	-4	-0.8
CCOC(=O)C(C)Oc1cccc2c(=O)n(CC(=O)NCc3ccccc3)ccc12 (stereo not given)	2	-3	3	0	-5	-0.2	16	-3	2.9
Cc1ncc(C[n+]2ccc(C)c(C)c2)c(N)n1	5	10	2	8	-1	0.1	-6	5	0.6

4 entries from above, ordered by the number in GLD-1 RNA inh, lowest first:
SMILES,GLD-1 RNA inh,PME-1 inh,BCLXL inh,GRK2 inh,Efflux pump mplx,VLA-4 inh,MCL1 BIM primary,MEX-5 binding
O=C(NCC(O)c1ccccc1)c1ccc(Cl)c(S(=O)(=O)N2CCCC2)c1 (stereo not given),-3,6,4,0,-0.2,10,8,1.3
CN(C)/C=C/C(=O)c1cccc(Cl)c1,-2,-7,0,2,0.4,3,-3,0.7
S=c1[nH]ncn1/N=C/c1ccc(Br)cc1,0,-2,-17,0,0.1,7,-9,1.1
CCN(CC)CCN(Cc1cc2cc3c(cc2[nH]c1=O)OCO3)C(=S)NC,1,-7,2,0,0.0,-2,-8,0.4

More entries follow:
SMILES	GLD-1 RNA inh	PME-1 inh	BCLXL inh	GRK2 inh	Fam108B inh	Efflux pump mplx	VLA-4 inh	MCL1 BIM primary	MEX-5 binding
Cc1ccc(/C(N)=N/OC(=O)c2ccc(C)cc2Cl)cc1	-1	-1	0	0	1	0.0	-4	0	-0.2
Cc1ccc(C(=O)NNC(=O)C2CC2)cc1Br	-1	4	0	5	-3	0.0	10	8	-0.6
O=C(N/N=C/c1cccnc1)C(O)c1ccccc1 (stereo not given)	0	0	6	1	2	0.0	-8	7	-2.0
CCC1CCCCN1CCNC(=O)CCS(=O)(=O)c1ccc(Br)cc1 (stereo not given)	-1	4	-2	0	1	0.4	10	8	-6.8
Cc1cccc(OS(=O)(=O)NC(=O)OCC2CCCN3CCCCC23)c1 (stereo not given)	-3	5	-2	1	1	-0.2	-3	-9	-1.3
Oc1ccc2ccccc2c1N=Nc1nccs1	33*	16	54*	1	8	0.1	-67	61*	-7.2
Cc1cc(/C=N/NC(N)=O)c(C)c(CO)c1	6	-2	5	77*	3	0.0	7	7	-3.4
CCOc1ccc(C(=O)Nc2ccc(CN3CCOCC3)cc2)cc1Br	/	/	/	0	/	0.0	-3	/	-0.4
CC1CC(C)CN(CCOc2ccc(Br)cc2)C1 (stereo not given)	3	7	5	2	11	0.1	12	-1	-2.7
COc1cc(NC(=S)NC(=O)c2ccc(C(C)(C)C)cc2)ccc1NC(=O)c1cccs1	0	-6	4	4	-2	-0.3	29	4	1.9
COC(=O)C1=C(NC(=O)CCCCl)CCS1	-1	1	5	0	0	0.1	16	8	-1.9
O=C(NC(Cc1ccccc1)C(=O)N1CCc2ccccc2C1)c1ccccc1 (stereo not given)	-9	5	-1	1	5	0.2	-3	1	1.9
COc1cc(OC)cc(-c2nnc(SCc3ccc(C(=O)O)cc3)o2)c1	5	6	1	0	5	-0.1	4	7	2.0
CC(NC(=O)C1CC1)C(c1cccs1)N1CCN(c2ccccc2)CC1 (stereo not given)	5	1	-3	0	2	0.0	2	8	-0.1
COc1ccc(OCCCC(=O)N(CCC2=CCCCC2)c2c(N)n(Cc3ccccc3)c(=O)[nH]c2=O)cc1	0	2	-3	2	2	0.0	10	-1	0.4
COc1ccc(/C=C2\SC(=O)N(CCC(=O)N3CCN(C)CC3)C2=O)cc1	-1	3	1	0	3	-0.2	24	7	-2.8
COc1cc(OC)c2nc(C)c3c(c2c1)N(c1ccc(O)cc1)CC3	0	-7	9	1	-5	-0.3	8	10	-0.2
CC1=C(C(=O)OC(C)C)C(c2cccnc2)n2ncnc2N1 (stereo not given)	0	-8	0	1	-1	0.1	-17	-1	-6.3
CC(=O)c1ccc(N=Nc2ccc(N(C)C)cc2)cc1	3	4	-2	1	3	0.3	15	3	-2.3
CC(NC(=O)CNC(=O)C1CCCCC1)c1cccc(Cl)c1 (stereo not given)	1	0	-1	0	2	-0.2	-1	-7	-0.9
Cc1ccc(S(=O)(=O)Nc2ccc(Cl)cc2)cc1NC(=O)c1cc2c(s1)CCCC2	4	-54	12	0	-42	-0.5	13	7	1.9
CCC(=O)Nc1cc(C(=O)OCC(=O)c2ccccc2Cl)ccc1C	7	-6	1	0	-3	0.2	2	3	0.4
Nc1cc([N+](=O)[O-])ccc1N1C(=O)CCCC1=O	-2	-12	7	6	3	0.1	5	9	-1.2
Cc1ccc(N2C(=O)CC(NNC(=O)c3cccc(S(=O)(=O)N4CCCC4)c3)C2=O)cc1 (stereo not given)	-7	-2	5	0	-2	0.0	2	4	0.8
COc1cc2c(cc1OC)C(=S)NC1(CCCC1)C2	0	0	4	0	1	0.0	-5	6	0.1
Following part.
SMILES	GLD-1 RNA inh	PME-1 inh	BCLXL inh	GRK2 inh	Fam108B inh	Efflux pump mplx	VLA-4 inh	MCL1 BIM primary	MEX-5 binding
Cc1cccc(-c2cccc(NC(=O)C3CCCN(C(=O)c4csc(C)n4)C3)c2)c1 (stereo not given)	2	-9	2	0	-7	0.1	0	-2	-1.0
Cc1cccc(-n2c(CNC(=O)c3cccc([N+](=O)[O-])c3C)n[nH]c2=S)c1	0	1	-10	1	-3	-0.2	16	-12	-6.5
CN(C)c1ccc(/C=N/NC(=O)C(O)(c2ccccc2)c2ccccc2)o1	13	3	2	2	3	0.1	-1	2	-1.8
O=C(CSc1nc2ccc(NC(=O)c3ccccc3C(=O)O)cc2s1)Nc1ccc(F)c([N+](=O)[O-])c1	7	24	0	1	2	-0.1	2	3	-3.8
COC(C(=O)Nc1ccnn1C1CCN(Cc2cnn(C)c2)CC1)c1ccccc1 (stereo not given)	7	-4	4	2	2	0.1	-6	-2	-3.2
CN(CCc1ccccn1)C(=O)CC1C(=O)NCCN1Cc1ccc(-c2ccccc2)cc1 (stereo not given)	7	0	14	0	1	-0.2	7	14	0.5
Cc1ccccc1OCC(=O)Nc1nnc(C2CC2)s1	-10	0	-2	3	/	0.0	5	-1	/
COC(=O)c1cc(S(=O)(=O)N2c3ccccc3CC2C)c[nH]1 (stereo not given)	1	-7	1	0	0	-0.1	8	3	0.1
Cc1c(NC(=O)c2c(F)c(F)c(F)c(F)c2F)c(=O)n(-c2ccccc2)n1C	5	-1	2	0	-4	0.6	4	1	1.1
CCN(CC)S(=O)(=O)c1ccc(N2CCOCC2)c(NS(=O)(=O)c2cc(C(C)(C)C)ccc2C)c1	3	19	7	3	4	-0.1	34	6	-2.4
CCOC(=O)c1sc(=S)n(-c2ccc(C)cc2)c1N	5	-1	3	3	6	0.2	10	6	0.8
CC(NC(=O)c1ccc(=O)oc1)c1ccccc1 (stereo not given)	2	2	0	2	-2	0.0	7	-39	-0.9
CC(C)CNC(=S)NNC(=O)c1csc2ccccc12	4	7	6	0	-4	-0.2	-9	4	0.1
COc1ccc(N2CCN(CCOc3ccc4c(C)cc(=O)oc4c3)CC2)cc1	-7	0	3	0	-1	0.0	4	4	-2.1
CCc1nc2c(c(SC)nn2-c2ccccc2)c(N)c1C(=O)OC	6	5	4	0	2	0.0	6	1	-0.6
Nc1nc(Nc2ccc(Cl)cc2)nc(NCCO)c1[N+](=O)[O-]	-4	-3	3	0	2	-0.2	1	0	-2.0
COc1ccc(C)cc1NC(=O)C(OC(=O)Cn1cnc2c1c(=O)n(C)c(=O)n2C)c1ccccc1 (stereo not given)	3	4	-1	1	6	0.1	37	-1	0.7
CCn1c(Cc2ccccc2)nnc1SCC(=O)Nc1ccccc1O	-7	1	-3	3	2	0.2	5	-3	0.5
O=C(CCCCl)NC(=S)Nc1cc(C(F)(F)F)ccc1N1CCOCC1	1	12	4	3	-2	-0.1	15	6	0.5
